Screens as filed in PubChem BioAssay.
VEEV TC-83 Vero = inhibitors of VEEV TC-83 cytopathic effect, confirmation, Vero cells (AID 588727). Vero cells, VEEV TC-83 cytopathic effect inhibition; higher % means a stronger effect. inhibition, % at 20 µM, or IC50 in µM where a hit was titrated. 0.13% of 350,000 active; in the data active = a potency from the dose series; inconclusive = inhibition mostly from about 14% at the one dose, without a potency; inactive = the rest, 99 in 100 with inhibition below about 12%; note: strong numbers were not always called active
M. tuberculosis HTS = M. tuberculosis growth inhibition, HTS (AID 449762) | M. tuberculosis H37Rv growth inhibition, 7H9 media; higher % means a stronger effect | one-dose inhibition, % at 25 µM; IC50 in µM for titrated hits | 0.59% of 330,000 active; in the data active = a potency from the dose series; inconclusive = inhibition above about 70% without an active follow-up result;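 note: bacterial growth assessed after seven days of incubation; strong numbers were not always called active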
PhoP GFP inhibition = Inhibition of PhoP regulon, Salmonella typhi GFP reporter cells, confirmation, 4 h (AID 1850). Salmonella Typhi PhoP-promoter GFP reporter, fluorescence, 4 h; higher % means a stronger effect. inhibition, % at 50 µM; hits with a dose series show IC50 in µM. 0.33% of 310,000 active; in the data active = a potency from the dose series; inconclusive = inhibition mostly from about 25% at the one dose, without a potency; inactive = the rest, 99 in 100 with inhibition below about 19%;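 note: 0% = induced wells with vehicle and 100% = uninduced wells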
H1N1 NS1A inhibition = NS1A inhibition, H1N1 influenza, cell based functional assay (AID 504329); NS1A functional cell-based assay, percent inhibition; higher % means a stronger effect; inhibition, % at 12.5 µM, or IC50 in µM where a hit was titrated; 0.3% of 340,000 active; in the data active = a potency from the dose series; inconclusive = inhibition above about 27% without an active follow-up result; note: strong numbers were not always called active
tuberculosis growth = growth inhibition of non-replicating M. tuberculosis (AID 488890); Mycobacterium tuberculosis non-replicating, growth inhibition; higher % means a stronger effect; 0.39% of 320,000 active; inhibition, % at 25 µM, or IC50 in µM where a hit was titrated; in the data active = a potency from the dose series; inconclusive = inhibition mostly from about 82% at the one dose, without a potency; inactive = the rest, 99 in 100 with inhibition below about 76%;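 note: plate controls were DMSO cells for no effect and high antibiotic wells for full effect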
VEEV TC-83 Vero 10K pilot screen = recorded beside VEEV TC-83 Vero, whose call it bears; inhibition, %; measured here: 10K pilot screen inhibition
Numbers without * were called inactive; i = inactive; ? = inconclusive; / = no result given. No enrichment for hits; about 1.4% have a hit in one of these screens.

SMILES | VEEV TC-83 Vero | M. tuberculosis HTS | PhoP GFP inhibition | H1N1 NS1A inhibition | tuberculosis growth | others
CCCCNC(=O)CNC(=O)c1nn(-c2ccc(OC)c(Cl)c2)c(=O)c2ccccc12 | i | -3% | -8% | -3% | 0%
COc1ccc(C2C3=C(CC(C)(C)CC3=O)N(CCN3CCOCC3)C3=C2C(=O)CC(C)(C)C3)cc1 | 3.9% | 3% | 6% | -5% | 21%
CCC(=O)N1c2ccc(S(=O)(=O)N3CCN(c4ccc([N+](=O)[O-])cc4)CC3)cc2CC1C (stereo not given) | i | 0% | 6% | -2% | 0%
COC(=O)C1=C(c2ccc(F)cc2OCc2ccccc2)C[C@@H]2CC[C@H]1N2C(=O)NCc1ccc2c(c1)OCO2 | 1.5% | -2% | / | 5% | 50%
CC(C)[C@H](NS(=O)(=O)c1ccccc1)C(=O)OCC(=O)Nc1ccc2c(c1)OCO2 | 0.8% | -1% | -5% | -2% | 6%
CC(C)c1ccccc1NC(=S)NCc1ccncc1 | 0.3% | 3% | -11% | 4% | 12%
O=C(NC1CS(=O)(=O)CC1NCc1ccccc1)c1ccccc1 (stereo not given) | i | -5% | -5% | 5% | 48%
CN(Cc1ccccc1)C(=O)c1cc2ccccc2o1 | 0.6% | 1% | -18% | -6% | 79%
Cc1ccc(-n2ncc3c2CC(C)(C)CC3NC(=O)c2ccccn2)cc1 (stereo not given) | i | ? | 3% | 1% | 52%
Cc1ccc(C)c(SCC(=O)NC(=O)NCc2ccccc2)c1 | 0.7% | 7% | -7% | 0% | 6%
Cc1c(C(=O)NN)nc2ccccn12 | i | -2% | 3% | 0% | -8%
COc1ccc(CN2CCC(=O)N([C@H](CO)Cc3ccccc3)CC2)cc1OC | i | 7% | 16% | -2% | 10% | VEEV TC-83 Vero 10K pilot screen=0.2
c1cnc(SCCCOc2ccc3ccccc3c2)nc1 | 2.6% | 10% | -1% | 6% | 21%
COCCNC(=O)C(C)OC(=O)C1=Cc2ccccc2OC1 (stereo not given) | 0.6% | 1% | 3% | 7% | -1%
COc1ccc(NS(=O)(=O)c2ccc(-c3cnc(C4CC4)o3)cc2)cc1OC | 4.4% | 3% | 7% | 2% | 23%
Cc1nc(NCCCn2ccnc2)c2oc3ccccc3c2n1 | 11% | 6% | 11% | -18% | 11%
O=C(NCCN1CCN(S(=O)(=O)c2ccc([N+](=O)[O-])cc2)CC1)C(=O)Nc1ccccc1 | 0.7% | -4% | 3% | -1% | -2%
CC(=O)Nc1ccc(Nc2ncnc3c2cnn3-c2ccccc2)cc1 | 3.0% | -4% | 1% | 4% | 5% | VEEV TC-83 Vero 10K pilot screen=3.9
COc1ccc(Cl)cc1NC(=O)CN(C)C(=O)c1cc(C)oc1C | 1.4% | -1% | / | 3% | 28%
Cc1ccc(C(=O)Nc2cccc(C(=O)N/N=C/c3ccc(O)cc3)c2)cc1 | 0.5% | 2% | -10% | 4% | 18%
O=C(Nc1ccc(F)cc1F)c1ccco1 | i | -3% | -9% | 4% | 3%
OCC1(CCc2ccccc2)CCCN(CCCC(F)(F)F)C1 (stereo not given) | 0.1% | -1% | 2% | -2% | 22%
CCOC(=O)C1OC1(c1ccccc1)c1ccccc1 (stereo not given) | i | / | / | 7% | /
N=C1c2ccccc2CN1NC(=O)c1ccc(Cl)cc1 | i | -1% | -13% | -3% | -11%

2 entries drawn at random from the list so far, as already listed:
SMILES | VEEV TC-83 Vero | M. tuberculosis HTS | PhoP GFP inhibition | H1N1 NS1A inhibition | tuberculosis growth | others
N=C1c2ccccc2CN1NC(=O)c1ccc(Cl)cc1 | i | -1% | -13% | -3% | -11%
CCOC(=O)C1OC1(c1ccccc1)c1ccccc1 (stereo not given) | i | / | / | 7% | /

The list goes on.
SMILES | VEEV TC-83 Vero | M. tuberculosis HTS | PhoP GFP inhibition | H1N1 NS1A inhibition | tuberculosis growth | others
C/C(=N/NC(=O)CNC(=O)c1cccnc1)c1ccc([N+](=O)[O-])cc1 | 0.7% | 2% | -6% | 9% | -4%
CCN(CC)C(=O)CC(c1ccccc1)c1ccco1 (stereo not given) | 1.2% | -9% | 0% | 1% | 23% | VEEV TC-83 Vero 10K pilot screen=1.7
COc1ccc(/C=N/NC(=O)c2ccc(Br)cc2)cc1Cn1cc(Cl)cn1 | 1.0% | 14% | -10% | -3% | 16%
COc1ccccc1N1CCN(C(=O)C2CCN(S(=O)(=O)c3ccc4c(c3)CC(C)N4C(C)=O)CC2)CC1 (stereo not given) | 3.8% | -5% | -6% | 2% | -7%
COc1ccc(C(=O)Nc2ccc(C(=O)N3CCCC3)cc2)cc1[N+](=O)[O-] | 5.1% | -14% | 1% | 10% | 8%
CN(c1cccc(NC(=O)c2ccccc2N(C)S(C)(=O)=O)c1)S(C)(=O)=O | 1.3% | 1% | 8% | 0% | 1%
COc1ccc(C2CC(c3cccc(OC)c3)n3nc(N)nc3N2)cc1 (stereo not given) | 0.7% | 8% | 10% | -10% | 19%
COc1ccc(S(=O)(=O)N(CC(=O)NCc2cccnc2)c2ccc(C)cc2)cc1OC | 1.7% | 0% | 6% | -17% | 0%
Cc1cc(=O)n2nc(N3CCC(C(=O)Nc4c(F)c(F)c(F)c(F)c4F)CC3)sc2n1 | 1.4% | 8% | 5% | -2% | 11%
CC(C)(C)c1ccc(C2=CC(c3ccccc3F)n3ncnc3N2)cc1 (stereo not given) | 1.7% | 0% | 13% | -4% | 4%
Cc1cccc(/C=N\NC(=O)c2ccc(Cl)cc2)c1O | 11% | 40% | 0% | -3% | ?
Cc1cc(/C=C2/NC(=O)NC2=O)c(C)n1-c1ccccn1 | 0.4% | -1% | -2% | 7% | -4%
O=C(C[n+]1cc(-c2ccc(F)cc2)n2c1CCC2)Nc1nc(-c2ccccc2)cs1 | 0.5% | ? | 0% | 14% | 42%
O=C(NNC(=O)c1cccc(S(=O)(=O)N2CCCCC2)c1)c1ccccc1 | 3.0% | -3% | / | -10% | -2%
CN1CCN(c2ccc(NC(=O)Cc3ccccc3)cc2)CC1 | i | 5% | 4% | 4% | 4%
O=C(Nc1ccccc1F)NC1CCCc2ccccc21 (stereo not given) | 2.0% | -5% | -5% | -20% | 2%
CC(=O)c1ccc2c(c1)Nc1ccccc1S2 | 7.5% | 28% | -7% | 4% | 5%
CCOC(=O)c1c(C)oc2ccc(OC(=O)c3cccs3)cc12 | 1.5% | ? | -2% | -9% | ?
COc1ccc(OC)c2c(=O)cc(C(=O)O)[nH]c12 | i | -6% | 2% | / | -18%
CC(C)(C)NC(=O)CN1C(=O)NC(c2ccccc2)(c2ccccc2)C1=O | i | -3% | -16% | 10% | 0%
COc1ccc2c(c1C)CCC(C)(C#N)C2=O (stereo not given) | i | / | / | -3% | /
CC(C)COC(=O)c1nnsc1NC(=O)Nc1ccccc1 | 0.3% | 10% | 1% | -7% | 4%
CC(C)Oc1ccc(C(=O)Nc2ccc(Cl)c(S(=O)(=O)Nc3ccc(Cl)cc3)c2)cc1 | 12% | ? | 12% | -4% | 0%
CCOC(=O)c1ccc[n+]([O-])c1 | 2.9% | / | / | -19% | /
O=C(NCc1ccco1)C1CCN(C(=O)c2ccc(Cl)cc2)CC1 | i | -9% | / | -12% | -7%
COC(=O)C1=CN(Cc2ccc(OC)cc2)C=C(C(=O)OC)C1c1cc(OC)c(OC)c(OC)c1 | i | 0% | 3% | -22% | /
CC(=O)NC1=NN(C(C)=O)C(C)(c2cccnc2)S1 (stereo not given) | 0.6% | -5% | -1% | -2% | -2%
CNc1nn(-c2cccc(Cl)c2)nc1N | 4.5% | 7% | 5% | 4% | 12%
Cc1ccc(C(=O)Nc2cc(C(F)(F)F)ccc2N2CCCCC2)cc1[N+](=O)[O-] | i | 1% | -8% | -7% | -4%
O=C(Nc1nnc(C2=COCCO2)o1)c1ccc([N+](=O)[O-])s1 | 2.4% | ? | 10% | -3% | 72%
COc1ccc(CCC(=O)Nc2ccc(S(=O)(=O)N3CCOCC3)cc2)cc1 | 1.8% | -4% | -10% | 3% | 2%
Clc1ccc(C2=NCCN2)cc1 | 0.2% | 6% | -5% | 1% | 1%
O=C(NC(N1CCCC1)C(Cl)(Cl)Cl)c1ccccc1 (stereo not given) | 2.8% | 10% | -1% | -50% | 11%
Cc1cccc(NC(=O)c2cnc3sccn3c2=O)n1 | 0.9% | 7% | 1% | 10% | /
O=C1c2ccccc2C(=O)N1CNc1ccccc1 | 1.8% | -3% | -4% | 2% | -6% | VEEV TC-83 Vero 10K pilot screen=1.9
CC(C(=O)O)c1ccc(CC2CCCC2=O)cc1 (stereo not given) | 0.7% | -1% | -3% | 1% | -6%
CC(OC(=O)c1nn(C(C)C)c(=O)c2ccccc12)C(=O)Nc1ncc(Cl)cc1Cl (stereo not given) | 1.3% | -6% | -4% | 22% | -16% | VEEV TC-83 Vero 10K pilot screen=0.8
COc1ccc(N(C2=NCCCS2)S(=O)(=O)c2ccc(C(C)(C)C)cc2)cc1 | i | -9% | 8% | 4% | -12%
COc1ccccc1NS(=O)(=O)c1cccc(N=C2N=C(N)c3ccccc32)c1 | 0.7% | 8% | -5% | 6% | 18%
Cc1ccc(S(=O)(=O)N2CCN(C(=O)c3n[nH]c(=O)c4ccccc34)CC2)c(C)c1 | 0.4% | -2% | / | -2% | 25%
Cc1sc(NC(=S)NC(=O)c2cccs2)nc1-c1ccc(CC(C)C)cc1 | i | -4% | -8% | 2% | 20%
CC(C)N1C(=O)c2ccccc2C1C(=O)NCCc1ccccc1 (stereo not given) | i | -1% | 3% | -2% | -17%
Cc1ccc(S(=O)(=O)N(C)CC(=O)N/N=C/c2ccc(C)o2)cc1 | 4.9% | 2% | -2% | 1% | 35%
O=C(Cc1ccccc1)NNS(=O)(=O)c1ccccc1[N+](=O)[O-] | 0.2% | 3% | 10% | 6% | 1%
Cc1ccc(NS(=O)(=O)c2ccc3c(c2)C(=O)c2ccccc2C3=O)c(C)c1 | i | 0% | -17% | -2% | 8%
CCOc1ccc(NC(=S)NC(=O)C2CCCC2)cc1 | 3.9% | ? | -7% | -12% | ?
COc1ccc(C(=O)N(C)CC2CCN(CCc3cccc(C(F)(F)F)c3)CC2)cc1C | i | 2% | -2% | 24% | 53%

Part of the list above in order of length of the SMILES, rising:
SMILES | VEEV TC-83 Vero | M. tuberculosis HTS | PhoP GFP inhibition | H1N1 NS1A inhibition | tuberculosis growth | others
Clc1ccc(C2=NCCN2)cc1 | 0.2% | 6% | -5% | 1% | 1%
CNc1nn(-c2cccc(Cl)c2)nc1N | 4.5% | 7% | 5% | 4% | 12%
O=C1c2ccccc2C(=O)N1CNc1ccccc1 | 1.8% | -3% | -4% | 2% | -6% | VEEV TC-83 Vero 10K pilot screen=1.9
CC(C(=O)O)c1ccc(CC2CCCC2=O)cc1 (stereo not given) | 0.7% | -1% | -3% | 1% | -6%
Cc1cccc(NC(=O)c2cnc3sccn3c2=O)n1 | 0.9% | 7% | 1% | 10% | /
O=C(NC(N1CCCC1)C(Cl)(Cl)Cl)c1ccccc1 (stereo not given) | 2.8% | 10% | -1% | -50% | 11%
CC(=O)NC1=NN(C(C)=O)C(C)(c2cccnc2)S1 (stereo not given) | 0.6% | -5% | -1% | -2% | -2%
CC(C)N1C(=O)c2ccccc2C1C(=O)NCCc1ccccc1 (stereo not given) | i | -1% | 3% | -2% | -17%
O=C(Cc1ccccc1)NNS(=O)(=O)c1ccccc1[N+](=O)[O-] | 0.2% | 3% | 10% | 6% | 1%
Cc1ccc(S(=O)(=O)N(C)CC(=O)N/N=C/c2ccc(C)o2)cc1 | 4.9% | 2% | -2% | 1% | 35%
COc1ccc(CCC(=O)Nc2ccc(S(=O)(=O)N3CCOCC3)cc2)cc1 | 1.8% | -4% | -10% | 3% | 2%
COc1ccccc1NS(=O)(=O)c1cccc(N=C2N=C(N)c3ccccc32)c1 | 0.7% | 8% | -5% | 6% | 18%
COc1ccc(N(C2=NCCCS2)S(=O)(=O)c2ccc(C(C)(C)C)cc2)cc1 | i | -9% | 8% | 4% | -12%
Cc1ccc(NS(=O)(=O)c2ccc3c(c2)C(=O)c2ccccc2C3=O)c(C)c1 | i | 0% | -17% | -2% | 8%
COc1ccc(C(=O)N(C)CC2CCN(CCc3cccc(C(F)(F)F)c3)CC2)cc1C | i | 2% | -2% | 24% | 53%
CC(OC(=O)c1nn(C(C)C)c(=O)c2ccccc12)C(=O)Nc1ncc(Cl)cc1Cl (stereo not given) | 1.3% | -6% | -4% | 22% | -16% | VEEV TC-83 Vero 10K pilot screen=0.8
Cc1ccc(S(=O)(=O)N2CCN(C(=O)c3n[nH]c(=O)c4ccccc34)CC2)c(C)c1 | 0.4% | -2% | / | -2% | 25%
